Assay outcomes (PubChem)
PGC1a acetyl inh – PGC1a acetylation modulation, inhibitor mode; U2OS PGC1a acetylation, AlphaScreen anti-acetyl-lysine; with virally co-expressed GCN5 acetyltransferase; inhibition, % at 15.6 µM; actives 0.17% (n = 350,000);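 active = every replicate shows inhibition of at least 40%; inconclusive = mean inhibition at least 40% but some replicate below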;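 also: 0% = neutral control wells and 100% = positive control wells; some results beyond the cut were filed as inactive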
PAX8 reporter – inhibitors of PAX8 transcriptional activity in RMG-I cells. RMG-I TPO-luciferase reporter, SteadyGlo, 24 h. actives 1.2% (n = 360,000). inhibition, % at 12.6 µM;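 active = mean replicate inhibition at least 60% with every replicate also reaching 60%; inconclusive = only one of the two criteria is met; inactive = mean below 60% and not all replicates reaching 60%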;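 also: luciferase light reporting Pax8 driven TPO promoter activity; plate controls were median of neutral control wells for no effect and mitoxantrone controls for full effect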
LGR2 antag – blocks bursicon-induced cAMP signaling via Drosophila LGR2 | HEK293 LGR2, CRE-luciferase, bursicon-stimulated, 4 h | inhibition, % at 9.99 µM | actives 0.35% (n = 380,000);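 active = drop in luminescence signal, shown as inhibition above about 50% in the replicate tests, limit read from the data, passing the limit was not always enough; inconclusive = probably only some replicates passing the limit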;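 also: agonist challenge used bursicon conditioned medium at about half maximal strength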
Cneo AK release – causes C. neoformans cell lysis | actives 0.2% (n = 360,000) | adenylate kinase release luminescence, 4 h; normalised: neutral wells 0, clomiphene wells 100 | AID 651654 | lysis activity, % at 15 µM;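 active = mean lysis activity across replicates of at least 80%, whatever share of replicates individually reach that level; inactive = mean lysis activity below 80%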
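read-out = cell lysis signal | test system = log-phase Cryptococcus neoformans yeast cells | input = cells at 5 × 10^6 per mL | medium = fresh YPD growth medium | signal = luminescent adenylate kinase detection reagent | timing = 4 h at 37 °C static, read 1 h later | dosing = single dose | controls = Clomiphene as positive lysis control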
EWS-Fli inh – EWS/Fli transcriptional activity inhibition; A673 NR0B1-luciferase reporter, viability-normalised; inhibition, % at 12.6 µM; actives 0.67% (n = 350,000); AID 651661;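 active = mean inhibition of at least 50% after viability correction, with every replicate also passing that limit; inconclusive = mean reaches 50% but only one of two replicates passes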;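 also: firefly luciferase signal divided by Alamar Blue viability fluorescence both relative to DMSO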
CASP6 VEID inh – caspase-6 (human) enzyme inhibition. P55212. purified caspase-6, Z-VEID-R110 cleavage fluorescence. inhibition, % at 12.5 µM. actives 0.53% (n = 350,000);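 active = mean inhibition across replicates at least about 35%, with every replicate also reaching that limit, limit read from the data; inconclusive = only one of the two criteria met; inactive = neither criterion met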;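 also: 0% = median of neutral control wells and 100% = no fluorescence left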
Target sequence (P55212 24-179 limits assumed): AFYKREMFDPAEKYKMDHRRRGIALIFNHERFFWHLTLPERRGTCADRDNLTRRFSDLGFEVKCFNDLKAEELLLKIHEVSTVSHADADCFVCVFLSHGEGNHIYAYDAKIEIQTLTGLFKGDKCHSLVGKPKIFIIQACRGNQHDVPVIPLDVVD
Target sequence (P55212 194-293 limits assumed): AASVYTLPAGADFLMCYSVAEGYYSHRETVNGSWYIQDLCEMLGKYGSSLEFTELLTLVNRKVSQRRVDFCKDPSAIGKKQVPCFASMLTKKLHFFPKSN
miR-122 sensor – blocks miR-122 activity in Huh7 sensor cells | Huh7 miR-122 Renilla luciferase sensor, 48 h; neutral wells = 0, positive control = 100 | activation (reporter increase), % at 12.5 µM | actives 0.3% (n = 340,000);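 active = mean replicate activation score at least 90 and every replicate individually at or above 90; inconclusive = only one of the two criteria met; inactive = neither criterion met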;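 also: higher luciferase means less miR-122 activity so hits act as miR-122 inhibitors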
FN deposition inh – fibronectin deposition inhibition; AH1F fibroblasts, Alexa488-fibronectin deposition fluorescence, overnight; inhibition, % at 12.6 µM; actives 0.086% (n = 350,000);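 active = mean inhibition across replicates of 30% or more, regardless of how many single replicates reach that level; inconclusive = mean under 30% yet at least half of replicates reach 30%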;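 also: positive control wells lacked labelled fibronectin entirely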
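Schedule: 1 h cell adhesion before compound, then overnight fibronectin incubation; test system: AH1F fibroblast monolayer depositing Alexa488-labelled fibronectin into matrix; quantity: 10000 AH1F cells per well; probe or stimulus: fluorescent fibronectin at 24 nM final; signal: fluorescence, ex 485 nm, em 525 nm; evaluation: percent inhibition as loss of matrix-bound fibronectin fluorescence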
An asterisk follows results filed as active; ? = inconclusive; . = no result given; & = joins results of further samples; [ ] = dose if it differs, or a comment.

item	canonical_smiles	PGC1a acetyl inh	PAX8 reporter	LGR2 antag	Cneo AK release	EWS-Fli inh	CASP6 VEID inh	miR-122 sensor	FN deposition inh
1	O=C(CCc1ccc(S(=O)(=O)N2CCOCC2)cc1)N/N=C/c1ccc(F)cc1F	2	14	24	0	10	4	4	5
2	COc1ccc(NC(=O)c2cc(C)nc3ccccc23)cc1S(=O)(=O)N1CCOCC1	-8	-12	40	-4	-4	1	-5	6
3	C[C@@H]1CN([C@H](C)CO)C(=O)c2cccc(NS(=O)(=O)c3cccs3)c2O[C@H]1CN(C)C(=O)Nc1ccc(F)cc1	-2	-35	-6	-13	-3	3	3[16.7 µM]	6
4	CCOc1cc(/C=N\NC(=O)OC)ccc1OC(=O)c1ccco1	4	4	19	.	2	2	-4	7
5	CCCNC(=O)c1cc(C2CCCCN2S(C)(=O)=O)on1 (configuration not stated)	0	-2	-18	0	-5	0	-4	6
6	C[C@@H]1CN([C@@H](C)CO)C(=O)c2cc(NC(=O)Cc3ccccc3)ccc2O[C@@H](C)CCCCO[C@H]1CN(C)C(=O)Cc1ccccc1	-2	-26	1	-4	0	0	1[16.7 µM]	6
7	CC(C)CNS(=O)(=O)c1ccc(CCC(=O)N2CCCC2)cc1	-5	20	-5	.	8	-1	.	-1
8	Cc1ccc2nc(N3CCN(c4ccccc4F)CC3)c(C=O)c(=O)n2c1	.	24	-8	.	5	1	.	-4
9	O=C(NCC[C@@H]1CC[C@H](NC(=O)C2CCOCC2)[C@@H](CO)O1)c1cc(Cl)cc(Cl)c1	-2	10	8	-17	-6	.	.	-9
10	Cc1nnc(NC(=O)c2ccc(S(=O)(=O)N(C)c3ccccc3)cc2)s1	5	-16	-20	-1	2	0	-7	6
11	O=C(O)C(c1ccccc1)C(c1ccccc1)c1ccccc1 (configuration not stated)	-4	14	7	0	1	0	9	-6
12	C[C@@H]1CCCCO[C@H](CN(C)C(=O)Nc2ccc(C(F)(F)F)cc2)[C@@H](C)CN([C@@H](C)CO)C(=O)c2cc(NS(=O)(=O)c3ccc(Cl)cc3)ccc2O1	-4	92*	4	-4	0	3	25[16.7 µM]	.
13	C[C@@H]1CN([C@@H](C)CO)C(=O)c2cc(NC(=O)Nc3ccc4c(c3)OCO4)ccc2O[C@H]1CN(C)S(C)(=O)=O	1	.	-2	0	-55	-1	-2[16.7 µM]	.
14	Cc1ccc(S(=O)(=O)N2C[C@H]3n4c(=O)ccc(=O)n4C[C@H](OC(=O)NCc4ccco4)[C@@]3(O)C2)cc1	-8	14	11	-3	-1	2	-1	3
15	COc1ccc(CCNC(C(=O)Nc2cc(C)cc(C)c2)c2ccccc2)cc1 (configuration not stated)	.	44	-2	-4	9	-2	-1	.
16	C[C@H]1CN([C@@H](C)CO)C(=O)c2cc(C#CCN(C)C)cnc2O[C@@H]1CN(C)Cc1ccc(C(=O)O)cc1	0	-10	5	-2	-7	-2	-2[16.7 µM]	-4
17	CCn1c(SCC(=O)N/N=C/c2cc(OC)c(O)c(OC)c2)nc2ccccc21	6	12	10	9	.	.	-6	9
18	C[C@H](CO)N1C[C@H](C)[C@H](CN(C)S(=O)(=O)c2ccc(Cl)cc2)Oc2c(NC(=O)c3cnccn3)cccc2C1=O	4	.	-11	.	6	.	11[16.7 µM]	11
19	Cc1cc(C)n2nc(C(=O)N3CCN(c4ccc([N+](=O)[O-])cc4)CC3)nc2n1	-1	-5	.	3	8	-1	-4	6
20	O=C(NCc1ccccc1)c1cccc(NC(=O)C2CCCC2)c1	6	-10	9	0	22	-2	1	9

Down the list, as entered above:
Entries 11–20 in EWS-Fli inh, in turn: 1, 0, -55, -1, 9, -7, ., 6, 8, 22
Entries 11–20 in FN deposition inh, in turn: -6, ., ., 3, ., -4, 9, 11, 6, 9

(list continues)
item	canonical_smiles	PGC1a acetyl inh	PAX8 reporter	LGR2 antag	Cneo AK release	EWS-Fli inh	CASP6 VEID inh	miR-122 sensor	FN deposition inh
21	CCOc1ccccc1N(C(=O)c1snc(C(N)=O)c1N)C(C(=O)NCc1ccccc1)c1ccc(O)cc1 (configuration not stated)	.	32	-8	-2	16	0	22	-4
22	CC(C)CNC(=O)COC(=O)Cc1ccc(Cl)cc1	6	-12	11	.	3	2	.	-9
23	Cc1ccc(N(C(C)C(=O)NCc2ccncc2)S(C)(=O)=O)cc1C (configuration not stated)	-4	-16	-22	-3	-3	0	-4	-10
24	C[C@@H]1CCCCO[C@H](CN(C)C(=O)CCCN(C)C)[C@@H](C)CN([C@H](C)CO)C(=O)c2cc(NC(=O)CCCN(C)C)ccc2O1	3	.	10	.	3	1	.	-21
25	CCN(CC(=O)NCc1cccs1)C(=O)c1ccc(C)o1	.	9	-4	1	1	0	-7	1
26	CCOC(=O)C(NC(C)=O)C(=O)Nc1ccc(OC)cc1 (configuration not stated)	.	4	-25	.	3	-3	.	5
27	CCN(CC(=O)Nc1c(F)cccc1F)C(=O)c1cccc(S(=O)(=O)N2CCCCCC2)c1	-11	22	2	2	6	0	-2	5
28	Cc1cc(-c2ccccc2)nc(N/N=C/c2ccc([N+](=O)[O-])cc2)n1	-7	-10	17	1	8	-4	-7	-8
29	CCOc1ccc(S(=O)(=O)N2CCCCC2)cc1NC(=O)CC1OC(=O)c2ccccc21 (configuration not stated)	0	11	-5	0	-3	0	-2	.
30	O=C(Nc1cccc(F)c1)N1CC(=O)N2[C@@H](CO)[C@H](c3ccc(Br)cc3)[C@@H]2C1	21	-6	-10	.	4	3	.	.
31	Cn1c(=O)c2c(nc(NCCNC(=O)c3ccco3)n2Cc2ccccc2)n(C)c1=O	.	7	12	8	5	2	-5	-11
32	COc1cccc(C(C)(O)c2nc(-c3cccc(C#N)c3)cs2)c1 (configuration not stated)	1	-13	8	9	2	-1	10	.
33	CCN(CC)C(=O)c1sc(NC(=O)c2cccnc2)c(C(=O)OC)c1C	2	9	-1	-1	-2	1	-15	.
34	COCc1cc(=O)[nH]c(SCCS(=O)(=O)c2ccc(Cl)cc2Cl)n1	-17	-7	9	-5	25	1	-2	1
35	COc1cc2c(cc1NC(=O)COC(=O)CNS(=O)(=O)c1ccc(C)cc1)oc1ccccc12	.	-10	-36	.	-6	-2	.	-7
36	Cc1n[nH]c(C)c1N1C(=O)c2cccc3c(N4CCCCCC4)ccc(c23)C1=O	6	16	.	2	.	.	-12	6
37	COc1ccc2c(c1)C(C)=CC(C)(C)N2S(=O)(=O)c1ccc(C)cc1	-24	79*	5	.	?	0	54	13
38	O=C(Nc1ccc(F)cc1)C1CCCN(C2=NS(=O)(=O)c3ccccc32)C1 (configuration not stated)	3	25	19	1	0	-2	0	-2
39	C/C=C/c1ccc([C@@H]2[C@@H](CO)N(c3ncc(CC)s3)[C@H]2C#N)cc1	-6	3	6	-2	4	0	.	13
40	COc1ccc(N2CCCC2)c(NC(=O)c2ccc(Br)o2)c1	-12	38	-14	-1	3	-5	-5	1
41	Cc1ccccc1-c1cnc2c(c1)C(=O)N([C@@H](C)CO)C[C@H](C)[C@H](CN(C)Cc1ccccc1F)O2	7	.	0	-2	3	-2	-1[16.7 µM]	0
42	CCOc1ccccc1NC(=O)CCS(=O)(=O)c1ccc(Br)cc1	-18	-24	16	-1	10	71*	6	4
43	O=C(N[C@H]1C/C=C\C[C@@H](CC(=O)N(CCO)Cc2ccccc2)C(=O)NC[C@H](c2ccccc2)OC1=O)OCC1c2ccccc2-c2ccccc21	.	18	.	1	2	-3	-7	-7
44	O=C(NC1CCCCCC1)C1CCN(S(=O)(=O)c2cccc3cccnc23)CC1	10	-4	2	0	1	-2	-4	2
45	COc1ccc(NC(=O)C2CCCN(S(=O)(=O)c3c(C)[nH]c(=O)[nH]c3=O)C2)cc1OC (configuration not stated)	.	16	0	.	-4	1	.	16
46	COc1ccc(C(N)c2csc(Nc3ccc(C(F)(F)F)cn3)n2)cc1 (configuration not stated)	-31	9	-6	0	14	5	-2	-1
47	CC(C)NC(=O)N(C)C[C@H]1Oc2ccc(NS(=O)(=O)c3ccc(F)cc3)cc2CC(=O)N([C@@H](C)CO)C[C@@H]1C	-4	-8	-17	0	-2	4	4[16.7 µM]	8
48	O=c1c(-c2nnc(SCc3ccc(Cl)cc3)o2)cccn1Cc1ccccc1	.	2	.	5	.	.	46	2
49	CNC[C@@H]1Oc2c(NC(=O)C3CCOCC3)cccc2C(=O)N([C@@H](C)CO)C[C@@H]1C	-7	-7	-18	-4	6	1	10[16.7 µM]	-1
50	CC(C)OC(=O)CSc1nnc(-c2ccncc2)n1N	-39	19	.	-2	.	.	-1	.
51	Cc1ccc(S(=O)(=O)N(CC(=O)Nc2cccc([N+](=O)[O-])c2)C(=O)N2CCN(C)CC2)cc1	.	-11	4	.	-2	-1	.	-2
52	CCC(=O)N1[C@@H](CO)[C@@H](c2ccccc2)C12CN(C(=O)c1ccncc1)C2	6	6	11	.	-2	-5	.	-8
53	CCCCOc1ccc(/C=C(\C#N)C(=O)NC2CC2)cc1	9	15	-1	-1	4	0	-3	-2
54	Cc1nc(Nc2nc(-c3ccccc3)cc(=O)[nH]2)nc2ccccc12	-3	.	63*	-3	.	0	-3	-4
55	Cc1ccc(S(=O)(=O)NCCC(=O)OCc2ccc([N+](=O)[O-])cc2)cc1C	.	.	3	.	-3	3	.	4
56	COc1ccc(NC(=O)Nc2ccc3c(c2)C(=O)N([C@H](C)CO)C[C@@H](C)[C@H](CN(C)C(=O)Nc2ccc(C(F)(F)F)cc2)OCCCC[C@@H](C)O3)cc1	-5	27	1	2	-10	0	-4[16.7 µM]	.
57	COc1ccc(C#Cc2ccc3c(c2)O[C@H](CN(C)S(=O)(=O)c2ccccc2F)[C@H](C)CN([C@H](C)CO)S3(=O)=O)cc1	-13&0&-2	14&13	-27&1	2&-5&0	12&6&11	-3&5&-2	50[16.7 µM]	-7
58	CC(C)(O)C#Cc1ccc([C@H]2[C@H](CO)N3CCCCN(S(C)(=O)=O)C[C@@H]23)cc1	.	23	-7	3	4	1	4[16.7 µM]	6
59	COc1ccccc1S(=O)(=O)N1C[C@@H]2N[C@H](C1)C2c1ccc(-c2ccncc2)cc1 (some centres not stated)	6	5	-12	.	9	1	.	-2
60	CCCCCCSc1ccc(-c2nc3ccc(C)cn3c2NCc2ccccc2)cc1	-8	-19&-7	-21&3	9	15&14	-1&-3	0	-5&1
61	CCC(C(=O)Oc1c(C(C)C)cccc1C(C)C)c1ccccc1 (configuration not stated)	13	1	.	-5	-1	1	-4	-1
62	CN(Cc1cccc(Cl)c1Cl)C(=O)CCNC(=O)c1ccco1	-4	1	.	2	4	0	9	0
63	COc1ccc(C(=O)N2CCCCC2C(=O)Nc2ccc(-n3nc(C)cc3C)cc2)o1 (configuration not stated)	4	-4	-16	0	3	-1	-5	12
64	CCCCN(C(=O)C1CCCC1)c1c(N)n(Cc2ccccc2)c(=O)[nH]c1=O	1	8	.	0	-5	-4	-7	.
65	CC(C)C(OC(=O)CCCC(=O)Nc1nccs1)C(=O)NC1CCCCC1 (configuration not stated)	11	-10	6	.	-6	1	.	.

Rows were taken by chance; about 2.5% have a hit in one of these screens.
